Compound activity: PubChem, National Center for Advancing Translational Sciences (NCATS)
aSyn yeast inh = inhibitors of alpha-synuclein toxicity in yeast | Yeast expressing alpha-synuclein, growth rescue, BacTiter-Glo, 24 h | AID 652106 | Potency, µM (series often up to 46.1 µM), inactives show top-dose growth rescue (activation), most hits filed as activators | hit rate 0.14% among 370,000; further: % of control where 0% means no effect; nearly all actives have a fitted effect of over 65% in size
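Screening used galactose-induced yeast with toxic alpha-synuclein levels, exposed to compound for 24 hr at 30 deg C. Cell growth, read with BacTiter-Glo luminescence, gave the measured signal.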
EPAC2 antag = EPAC2 (human) antagonism | Q8WZA2 | EPAC2 GEF exchange of Rap1B-BODIPY-GDP, fluorescence | Potency, µM (titrated, usually from 114 µM), inactives show top-dose activity, negative = inhibition, actives largely listed as inhibitors | hit rate 0.18% among 360,000 | AID 720708; further: on the % scale 0 is the no-effect control and ±100 the full control effect; nearly all actives have a fitted effect of over 45% in size; many of its hits are not listed in these tables
EPAC1 ag = EPAC1 (human) agonism; EPAC1 agonist qHTS, biochemical assay; response scale: 100% = response to 6.5 mM cAMP; hit rate 0.073% among 360,000; Potency, µM (series often up to 154 µM), for the others: top-dose activation, most hits filed as activators; AID 720707; O95398; further: nearly all actives have a fitted effect of over 60% in size
Target sequence (O95398 whole entry, looked up): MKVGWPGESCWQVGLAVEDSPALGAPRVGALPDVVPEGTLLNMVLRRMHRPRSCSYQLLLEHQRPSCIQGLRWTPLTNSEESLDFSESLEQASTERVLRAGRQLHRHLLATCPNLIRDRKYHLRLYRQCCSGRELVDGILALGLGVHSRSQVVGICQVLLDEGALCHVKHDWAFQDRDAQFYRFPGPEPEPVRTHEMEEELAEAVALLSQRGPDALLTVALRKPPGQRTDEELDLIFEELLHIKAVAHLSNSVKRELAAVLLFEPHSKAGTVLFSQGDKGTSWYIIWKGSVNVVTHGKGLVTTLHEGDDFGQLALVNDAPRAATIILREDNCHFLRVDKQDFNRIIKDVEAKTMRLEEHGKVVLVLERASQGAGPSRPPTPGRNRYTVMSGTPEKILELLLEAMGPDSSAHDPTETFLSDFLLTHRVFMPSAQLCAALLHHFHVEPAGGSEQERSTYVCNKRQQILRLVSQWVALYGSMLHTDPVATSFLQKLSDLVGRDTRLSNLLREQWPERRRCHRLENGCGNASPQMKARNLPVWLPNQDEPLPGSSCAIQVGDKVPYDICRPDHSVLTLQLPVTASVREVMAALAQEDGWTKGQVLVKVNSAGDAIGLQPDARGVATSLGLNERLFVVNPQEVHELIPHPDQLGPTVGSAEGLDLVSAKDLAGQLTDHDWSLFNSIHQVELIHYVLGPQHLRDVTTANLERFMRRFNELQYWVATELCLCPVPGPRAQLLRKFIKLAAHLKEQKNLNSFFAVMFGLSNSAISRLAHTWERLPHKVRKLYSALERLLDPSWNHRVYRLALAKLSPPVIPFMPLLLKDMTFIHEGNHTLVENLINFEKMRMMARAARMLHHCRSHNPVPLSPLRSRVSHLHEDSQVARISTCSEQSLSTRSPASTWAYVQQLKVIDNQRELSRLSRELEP
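Nucleotide exchange assay: 100 nM EPAC1 with 250 nM Rap1B loaded with BODIPY-GDP and 50 uM GDP, room temperature. Fluorescence (480/540 nm) read every 5 min for 30 min; signal change normalized to 6.5 mM cAMP as full agonist.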
FUS suppressor = rescues growth of FUS-expressing yeast. S. cerevisiae FUS-expressing, growth rescue, OD600, 24 h. Potency, µM (top dose mostly 76.6 µM), for the others: at the top dose growth rescue (activation), most hits filed as activators. hit rate 0.24% among 390,000. AID 1347120;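 further: plate controls were DMSO vehicle for no effect and reference control for full effect; nearly all actives have a fitted effect of over 55% in size; some results filed as inactive show a strong effect at the top dose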
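Yeast expressing FUS under galactose induction, OD 0.005 in 2% galactose medium; compounds in a dilution series, 24 h at 30C. Growth rescue by absorbance at 600 nm; CP55940 positive control, DMSO negative.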
TDP-43 yeast inh = rescues yeast growth from TDP-43 toxicity; TDP-43 expressing yeast growth rescue, BacTiter-Glo, 24 h; Potency, µM (top dose mostly 46.1 µM), for the others: at the highest dose growth rescue (activation), most hits filed as activators; hit rate 1.8% among 410,000; AID 652104; further: % of control where 0% means no effect; nearly all actives have a fitted effect of over 50% in size
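Growth rescue of TDP-43-toxic yeast measured as ATP luminescence (BacTiter-Glo). Cells grown to mid-log in raffinose, induced in galactose at OD600=0.02, exposed to compound 24 hr at 30 deg C.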
PTHR1 ag = activates the human parathyroid hormone receptor PTHR1 | Potency, µM (series often up to 115 µM), for inactives: at the highest dose activation, most hits filed as activators | HEK293 GP2 PTHR1 cells, GloSensor cAMP luminescence, 1 h | Q03431 | hit rate 0.075% among 410,000 | AID 743266; further: nearly all actives have a fitted effect of over 55% in size; some results filed as inactive show a strong effect at the top dose; inactives centre near -15; many of its hits are not listed in these tables
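HEK-293-derived GP2 cells expressing PTHR1 and a GloSensor cAMP reporter, 3,000/well, plated overnight, given luciferin plus IBMX (each 0.5 mM as added) for 1 h at 37 °C, then compound for 1 h at 37 °C. Luminescence was read after 15 min at room temperature.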
EPAC2 agonist = activates human EPAC2 exchange factor | Potency, µM (series often up to 154 µM), without a hit: top-dose activation, actives largely listed as activators | hit rate 0.079% among 360,000 | EPAC2 activation, biochemical qHTS; response scale: 100% = 6.5 mM cAMP response | Q8WZA2; further: nearly all actives have a fitted effect of over 50% in size
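Each well held 100 nM EPAC2, 250 nM RAP1B-BODIPY-GDP and 50 uM GDP. Fluorescence, read at 5-min intervals to 30 min, was referenced to a 6.5 mM cAMP positive control.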
EPAC1 antag = EPAC1 (human) antagonism. O95398. EPAC1 GEF assay, Rap1b-BODIPY-GDP exchange fluorescence. Potency, µM (titrated, usually from 115 µM), for the others: top-dose activity change, negative = inhibition, most hits filed as inhibitors. hit rate 0.14% among 360,000. AID 720709;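 further: plate controls were vehicle for no effect and positive control for full effect; nearly all actives have a fitted effect of over 50% in size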
The depositor's hits bear a star; i = inactive; ? = inconclusive; nt = no result given; [ ] = another dose, or the depositor's remark. The call rests on the fitted dose curve; in most records, active means well fitted curve in the direction sought with a large enough effect; inconclusive means small, poorly fitted or top-dose-only effect, or another doubt; inactive means no such curve, though single readings can be large; an effect the other way counts as inactive or inconclusive. Potency means the concentration at half of the fitted maximal effect. Not all compounds are listed; count on the stated rates, not on these rows.

Results follow in this order: TDP-43 yeast inh, aSyn yeast inh, EPAC2 antag, EPAC2 agonist, EPAC1 ag, PTHR1 ag, EPAC1 antag, FUS suppressor
> Cc1cc(C)cc(NC(=O)COC(=O)c2n[nH]c3ccccc23)c1
    -14.5%, -0.4%, -8.3%, 9.4%, 5.1%, -26.7%, -29.6%, 21.0%
> COc1cccc2sc(Nc3nc(C)c(C(C)=O)s3)nc12
    -16.1%, -10.4%, 4.3%, 4.0%, -4.2%, -36.5%[inhibitor], 2.1%, 1.4%
> O=C(COC(=O)c1ccc(F)cc1F)Nc1ccc(S(=O)(=O)N2CCOCC2)cc1
    -5.1%, 1.1%, 4.7%, 0.9%, 4.5%, -7.7%, 9.8%, -39.1%
> CCCn1nnnc1NCc1cccc(OC)c1OC
    -8.6%, 1.8%, -2.8%, -1.0%, -4.3%, i, 2.6%, -11.1%
> O=C(O)CSc1cc(NS(=O)(=O)c2ccc(Br)cc2)c2ccccc2c1O
    9.4%, -12.8%, ?, 15.3%, 25.7%, -14.8%, 56.2µM*, -4.0%
> O=C(NN1CCOCC1)c1ccc(F)cc1
    8.0%, 1.0%, 2.7%, 4.6%, 5.3%, i, -3.0%, -8.6%
> O=C(N/N=C/c1ccc(Br)o1)c1cc([N+](=O)[O-])cc([N+](=O)[O-])c1
    2.9%, -2.9%, -7.3%, -0.8%, -10.7%, i, -15.9%, -15.7%
> CC1=NN(c2ccccc2)C(=O)/C1=C/c1c(O)n(-c2ccc(F)cc2)[nH]c1=O
    -14.4%, -22.3%, -22.0%, -2.9%, -10.3%, i, ?, nt
> CCOc1ccc(N(C(=O)CNS(=O)(=O)c2ccccc2)C(CC)C(=O)NCc2ccco2)cc1 (centres undefined)
    1.0%, -1.5%, 18.0%, 6.8%, -8.0%, i, -7.5%, 38.2%
> COc1cc2c(cc1OC)C(c1cccs1)N(C(=O)C(C)C)CC2 (centres undefined)
    ?, nt, ?, 3.4%, 14.2%, -74.4%, -2.8%, -1.6%
> COc1cc(/C=C/C(=O)N2CCCN(C(=O)/C=C/c3cc(OC)c(OC)c(OC)c3)CC2)cc(OC)c1OC
    -17.8%, 0.2%, 15.7%[57.1 µM], -11.4%, -6.2%, i, -20.0%, -7.4%
> COc1ccc(-n2cnc3cc(NC(=O)c4ccco4)ccc32)cc1
    -47.9%[inhibitor], -12.3%, 8.8%, 3.7%, -1.0%, i, 3.6%, 18.9%
> CC(=O)Nc1cccc(NC(=O)c2cccc(OCc3ccccc3)c2)c1
    -0.5%, 0.0%, -2.3%, 13.8%, -1.4%, -2.0%, 2.0%, 1.1%
> O=C(CNC(=S)N(Cc1ccccc1)Cc1ccccc1F)NCc1ccc(Cl)cc1
    13.5%, -18.6%, -7.5%, 4.6%, 1.8%, -22.4%, -26.3%, 27.0%
> CCCC(=O)N1CCC1(C)C(=O)Nc1cccc(OC(C)C)c1 (centres undefined)
    10.3%, -30.8%[inhibitor], -5.1%, 1.8%, -7.2%, -5.3%, 12.3%, -8.2%
> C=CCn1c2ccccc2c2nnc(SCCN3CCOCC3)nc21
    11.7%, 7.1%, 5.0%, 9.3%, 1.7%, -9.2%, -0.7%, 0.6%
> O=C(CSc1nnnn1-c1ccccc1)Nc1ccc(N2CCOCC2)c(Cl)c1
    -12.6%, -0.4%, -2.2%, 3.8%, -1.7%, -12.1%[57.5 µM], 1.0%, -15.0%
> CCOc1ccccc1NC(=O)c1cc(S(=O)(=O)NCc2ccco2)ccc1F
    3.1%, 0.0%, -3.5%, 13.7%, -10.6%, i, -24.9%, -7.7%
> COc1ccc(OC)c(NC(=O)CCNC(=O)c2ccco2)c1
    -22.2%, -18.1%, 11.8%, 8.6%, -0.5%, -10.1%, -1.9%, 18.3%
> CCN1c2cccc3cccc(c23)S1(=O)=O
    -14.1%, -3.0%, -4.3%, 14.8%, 6.8%, -93.4%[inhibitor], -8.3%, ?
> CC1(C(=O)NS(=O)(=O)c2ccc(C#N)cc2)CCN1C(=O)C1(c2ccccc2)CCCC1 (centres undefined)
    16.8%, -18.7%, ?, 5.8%, -7.2%, -14.3%, -16.2%, 1.0%
> O=C(CN1CCN(c2nc(-c3ccc(F)cc3)cs2)CC1)Nc1ccc2c(c1)OCO2
    17.1%, 10.3%, -3.8%, 2.7%, -4.0%, -31.8%[inhibitor], -10.1%, nt
> Cc1sc(NC(=O)COc2ccccc2)c(C#N)c1-c1ccccc1
    23.8%, 1.9%, -1.0%, 7.5%, 5.0%, -46.4%[inhibitor], -8.2%, nt
> CC(C)(C)n1nnnc1C(c1cccc(C(F)(F)F)c1)N1CCOCC1 (centres undefined)
    -5.1%, -3.8%, 7.6%, -2.9%, 8.1%, -8.7%[57.5 µM], 15.4%, 7.0%
> COc1cccc(OCCCOc2ccccc2C(C)C)c1
    -6.3%, -6.3%, -3.5%, 4.1%, 13.9%, i, -3.2%, -18.8%
> CC1(C(=O)NS(=O)(=O)C2CC2)CCCN(C(=O)COCc2ccccc2)C1 (centres undefined)
    4.4%, -9.3%, 3.8%, 11.8%, 8.5%, i, 0.9%, -17.6%
> CC(C)(CNC(=O)c1cc([N+](=O)[O-])ccc1N1CCC(Cc2ccccc2)CC1)N1CCOCC1
    -5.8%, 1.2%, 0.8%, 2.0%, 6.7%, 28.8%, -12.8%, 5.5%
> CCCc1c(O)nc(SCCN(CC)CC)n(C(=O)c2ccccc2)c1=O
    ?, 5.4%, -1.9%, 2.6%, 5.4%, i, -8.5%, 18.7%
> CCN(CC)CCOCCOC(=O)C(CC)(CC)c1ccccc1
    8.2%, -3.8%, 6.1%, 8.5%, 12.5%, i, ?, -17.2%
> CCOC(=O)CCCCCC(=O)Nc1ccc2c(c1)C(=O)N([C@@H](C)CO)C[C@H](C)[C@H](CN(C)S(=O)(=O)c1ccc(OC)cc1)OCCCC[C@H](C)O2
    11.5%, 3.6%, -13.2%, -3.0%, -10.7%, -8.0%, 2.7%, 51.7%
> COc1cc(/C=N/NC(=O)c2ccc(CSc3nncn3C)cc2)ccc1OCC(=O)N1CC(C)OC(C)C1 (centres undefined)
    16.4%, 2.2%, 0.9%, 8.5%, 7.2%, 0.2%, -4.5%, -24.2%
> COc1ccc(NC(=O)c2cc(-c3ccco3)on2)c(OC)c1
    14.3%, -2.2%, 1.4%, 6.7%, 2.5%, i, -4.1%, -4.6%
> Cc1c(/C(O)=C2\C(=O)C(=O)N(CCN(C)C)C2c2ccco2)cnn1-c1ccccc1 (centres undefined)
    -5.1%, nt, -14.2%, 4.1%, 2.2%, i, 4.6%, -22.7%
> CCc1cc(C(=O)N2CCN(c3ncc(C(F)(F)F)cc3Cl)CC2)sc1C
    -6.7%, -3.8%, -10.3%, 2.9%, 0.2%, -18.8%, -18.6%, 34.6%
> COCCn1cnnc1SCC(=O)Nc1ccccc1C(=O)Nc1ccc2c(c1)OCO2
    24.7%, 0.4%, 12.1%, 1.1%, -4.0%, i, 15.6%, 28.0%
> C=CCN(Cc1nc(-c2ccccc2)no1)C(=O)c1ccc2c(c1)OCO2
    16.4%, 17.3%, -13.8%, 13.7%, 7.0%, -24.4%, 11.4%, 18.0%
> O=C(CCC1CCCC1)N1CCC(N2CCCCCC2)CC1
    18.0%, -11.4%, 0.8%, -1.0%, -4.0%, i, 6.2%, -22.8%
> O=C1CC(c2ccccc2)CN1C(=O)c1cccc([N+](=O)[O-])c1 (centres undefined)
    16.7%, -1.2%, -4.5%, -8.8%, 2.7%, -3.6%, -18.5%, nt
> S=c1[nH]nc(Cc2ccc(Br)cc2)n1/N=C/c1ccc(Cl)cc1
    8.91µM*, -14.2%, 0.7%, 14.5%, 3.6%, -20.1%, -7.0%, 3.2%
> COc1ccc(C(=O)Nn2c(C)nc3ccccc3c2=O)cc1
    10.2%, -9.9%, 3.9%, 6.0%, -8.8%, -5.3%, 10.4%, -21.9%

Molecules listed so far that contain a nitro group on carbon, in the order listed:
Results follow in this order: TDP-43 yeast inh, aSyn yeast inh, EPAC2 antag, EPAC2 agonist, EPAC1 ag, PTHR1 ag, EPAC1 antag, FUS suppressor
> O=C(N/N=C/c1ccc(Br)o1)c1cc([N+](=O)[O-])cc([N+](=O)[O-])c1
    2.9%, -2.9%, -7.3%, -0.8%, -10.7%, i, -15.9%, -15.7%
> CC(C)(CNC(=O)c1cc([N+](=O)[O-])ccc1N1CCC(Cc2ccccc2)CC1)N1CCOCC1
    -5.8%, 1.2%, 0.8%, 2.0%, 6.7%, 28.8%, -12.8%, 5.5%
> O=C1CC(c2ccccc2)CN1C(=O)c1cccc([N+](=O)[O-])c1 (centres undefined)
    16.7%, -1.2%, -4.5%, -8.8%, 2.7%, -3.6%, -18.5%, nt

Further structures:
Results follow in this order: TDP-43 yeast inh, aSyn yeast inh, EPAC2 antag, EPAC2 agonist, EPAC1 ag, PTHR1 ag, EPAC1 antag, FUS suppressor
> CC(C)CN(C(=O)COC(=O)c1ccccc1SCC(=O)N1CCCC1)C1CCS(=O)(=O)C1 (centres undefined)
    7.5%, -4.8%, -3.8%, 15.3%, 8.3%, -17.1%, -4.3%, nt
> CN1CCCC(C)(C(=O)Nc2ccc3scnc3c2)C1 (centres undefined)
    8.0%, -0.5%, 12.7%, 1.2%, -3.4%, i, 2.7%, -13.7%
> CCOC(CCNC(=O)c1cn(C)c(=O)c2c1c1ccccc1n2C)OCC
    13.1%, -0.5%, 6.6%, -2.1%, -20.1%, i, -9.9%, -21.1%
> O=C(CSc1ccc(-c2ccccn2)nn1)N1CCc2ccccc21
    -6.3%, 3.1%, 4.1%, 1.7%, 12.1%, -10.4%, -5.6%, -6.9%
> Cc1ccc(SCC(=O)OCC(=O)NCCC2=CCCCC2)cc1
    -18.0%, -4.3%, 3.0%, 11.8%, 5.2%, 2.1%, -13.7%, 13.7%
> CC1(C(=O)NS(=O)(=O)C2CC2)CCN(C(=O)c2ccc(F)cc2Cl)C1 (centres undefined)
    16.4%, 2.9%, 12.8%, 3.6%, -1.5%, -18.2%, -11.7%, -2.3%
> Nc1ccn(C2OC(CO)C(O)C2F)c(=O)n1 (centres undefined)
    0.0%, 1.8%, -2.6%, 7.1%, 10.2%, i, -8.2%, -21.8%
> CCc1ccc(N(C2C=CS(=O)(=O)C2)S(=O)(=O)c2ccc(C)cc2)cc1 (centres undefined)
    8.2%, -0.8%, -1.3%, 19.9%, -2.4%, i, -20.7%, -14.1%
